Screening data: PubChem, several laboratories
HTR5A inv ag: inverse agonist of human HTR5A in OPRM1-OPRD1 counter-screen; P47898; HTR5A cell line, luminescence, inverse agonism; inhibition, % at 9.3 µM; hit rate 0.083% among 340,000; in the data active = inhibition mostly above about 23%, no sharp cut-off; inactive = mostly below about 18%;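 note: 0% = cells with DMSO and 100% = no-cell wells with DMSO; some compounds called inactive have numbers as strong as hits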
Mot1-301 SUMO: inhibitors of SUMOylation pathway: yeast Mot1-301 growth rescue | hit rate 1% among 320,000 | growth rescue, % at 18.8 µM | S. cerevisiae Mot1-301 growth rescue, ATP luminescence, 38.5C; percent above DMSO median, 100 means doubled;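 active = every valid replicate shows activation above 250% relative to neutral control wells; inactive = the rest, any valid replicate at or below 250%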;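 note: OY570 slx delta 5 strain wells were the positive control but not used for scaling; some compounds called inactive have numbers as strong as hits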
MOR-DOR ag: OPRM1-OPRD1 heterodimerization agonism. activation, % at 9.3 µM. P35372+P41143. hit rate 0.3% among 340,000. cells, luminescence; in the data active = activation above about 18%;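 note: 0% = vehicle-treated cells and 100% = reference agonist; values of inactives mirror those of a sister screen read the other way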
PKA-R1A act: activates the PKA-R1A holoenzyme complex. PKA-R1A dissociation, Cy5-IP20 fluorescence polarization; scaled: DMSO 0%, 113 µM cGMP 100%. activation, % at 11.4 µM. hit rate 0.083% among 340,000;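 active = percent activation above the mean of all tested compounds plus 3 SD, cut at about 19% in these data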;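 note: higher means more PKAc released from R1A so a rise in polarization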
phage Ecoli inh: E. coli growth loss with phage present | growth absorbance | inhibition, % at 11.9 µM | hit rate 0.26% among 360,000 | AID 651602; in the data active = inhibition above about 11%
PfHsp90 set2: growth inhibition of yeast expressing Plasmodium Hsp90; S. cerevisiae expressing PfHsp90, BacTiter-Glo ATP, 48 h; yeast lacking PDR1 and PDR3 efflux regulators; inhibition, % at 9.4 µM; hit rate 0.32% among 310,000; AID 504621;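 active = every replicate shows inhibition above about 80%, whatever the replicate mean, limit read from the data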;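 note: 0% = DMSO neutral controls and 100% = 20 µM radicicol positive controls; yeast relying on Plasmodium falciparum Hsp90 in place of its own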
OPRM1-OPRD1 inv: mu-delta opioid heterodimer inverse agonism. cell-based MOR-DOR heterodimer luminescence. hit rate 0.21% among 340,000. P35372+P41143. inhibition, % at 9.3 µM; in the data active = inhibition above about 22%, passing the limit was not always enough;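 note: 0% = cells with DMSO and 100% = wells without cells with DMSO; values of inactives mirror those of a sister screen read the other way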
HTR5A ag ctr: counter-screen for OPRM1-OPRD1 agonists: human HTR5A agonism. hit rate 0.61% among 340,000. activation, % at 9.3 µM. HTR5A agonist assay, luminescence, cell-based. AID 504692; in the data active = activation mostly above about 9.5%, no sharp cut-off; inactive = mostly below about 7.6%;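 note: 0% = cells with vehicle only and 100% = reference agonist; strong numbers were not always called active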
AddAB inh: less growth of phage-infected E. coli with AddAB | hit rate 0.29% among 330,000 | inhibition, % at 11.9 µM | E. coli expressing H. pylori AddAB, absorbance growth | AID 435030; in the data active = inhibition above about 12%;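 note: 0% = vehicle wells of infected cells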
E coli growth: reduces bacterial viability in AddAB counter-screen; E. coli V3065 growth, OD600 absorbance, 18 h; inhibition, % at 11.9 µM; hit rate 0.27% among 330,000;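 active = inhibition above the campaign's mean inhibition across all tested compounds plus 3 SD, cut at about 9.9% in these data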;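 note: uninfected addAB+ strain grown without phage in ampicillin broth; 0% = DMSO wells and 100% = ciprofloxacin 0.95 µg/ml wells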
DSG3 Ab inh: inhibitors of pemphigus antibody binding to human desmoglein-3; P32926; DSG3-coupled beads, scFv-anti-DSG3-GFP binding, flow cytometry; active compounds read low; hit rate 0.48% among 310,000; AID 588358; binding (percent of control), % at 10 µM;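 active = binding more than 3 SD below its plate's average and above zero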;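 note: hits lower antibody fragment binding to DSG3; some compounds called inactive have numbers as strong as hits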
Target sequence (P32926 whole entry, looked up, the tested form may be a part): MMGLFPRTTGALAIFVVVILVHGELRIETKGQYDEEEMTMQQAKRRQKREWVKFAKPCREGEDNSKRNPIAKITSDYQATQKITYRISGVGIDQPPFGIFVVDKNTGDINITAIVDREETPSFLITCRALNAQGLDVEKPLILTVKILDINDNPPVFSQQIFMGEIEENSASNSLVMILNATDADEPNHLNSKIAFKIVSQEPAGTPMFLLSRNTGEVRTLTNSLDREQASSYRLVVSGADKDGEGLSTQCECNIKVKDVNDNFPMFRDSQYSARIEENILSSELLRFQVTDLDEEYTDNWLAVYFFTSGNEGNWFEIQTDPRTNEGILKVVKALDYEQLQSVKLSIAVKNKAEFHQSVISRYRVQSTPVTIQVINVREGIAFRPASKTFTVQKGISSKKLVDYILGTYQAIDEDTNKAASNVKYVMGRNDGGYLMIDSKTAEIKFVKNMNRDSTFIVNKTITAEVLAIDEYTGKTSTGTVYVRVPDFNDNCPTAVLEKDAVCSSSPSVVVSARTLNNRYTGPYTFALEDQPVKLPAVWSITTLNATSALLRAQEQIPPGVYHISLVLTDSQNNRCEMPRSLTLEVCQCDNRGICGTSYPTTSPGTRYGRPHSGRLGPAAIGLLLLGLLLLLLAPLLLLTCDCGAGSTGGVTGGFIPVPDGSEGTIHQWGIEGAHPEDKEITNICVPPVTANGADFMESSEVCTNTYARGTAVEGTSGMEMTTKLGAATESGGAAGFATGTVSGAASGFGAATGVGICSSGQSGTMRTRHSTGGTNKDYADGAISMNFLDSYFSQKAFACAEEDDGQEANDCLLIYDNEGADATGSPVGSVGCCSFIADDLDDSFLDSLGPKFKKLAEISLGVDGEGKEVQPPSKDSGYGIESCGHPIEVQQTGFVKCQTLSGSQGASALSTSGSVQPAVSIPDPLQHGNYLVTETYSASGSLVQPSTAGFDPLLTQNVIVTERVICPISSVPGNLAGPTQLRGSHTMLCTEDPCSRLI
Numbers without * were called inactive; / = not tested or not shown.

smiles | HTR5A inv ag | Mot1-301 SUMO | MOR-DOR ag | PKA-R1A act | phage Ecoli inh | PfHsp90 set2 | OPRM1-OPRD1 inv | HTR5A ag ctr | AddAB inh | E coli growth | DSG3 Ab inh
O=[N+]([O-])c1ccccc1S(=O)(=O)N/C(=N/S(=O)(=O)c1ccccc1)c1ccccc1 | -8 | -8 | -4.5 | 6 | 3.0 | 6 | 24 | 2 | -2.6 | -2.1 | 124
O=C(Nc1ccc(Cl)cc1C(=O)N1CCOCC1)c1ccco1 | 36 | 9 | -5.2 | -2 | -0.9 | -8 | 24 | 6 | 0.6 | -1.7 | /
Cc1ccc2c(c1)N(C(=O)CCC(=O)NCc1cccc(F)c1)CCO2 | -11 | 10 | -1.4 | 3 | 2.9 | -4 | 8 | 4 | -4.4 | -3.5 | 106
Cc1ccc(S(=O)(=O)N2CCCC(C(=O)NCCc3ccccc3)C2)cc1 (stereo unspecified) | 14 | 61 | -2.7 | -3 | -0.9 | -7 | 14 | -2 | 2.0 | -0.9 | 105
COc1ccccc1N1CCN(C(=O)CSc2nc3ncnc(N)c3[nH]2)CC1 | -8 | -18 | -1.0 | 0 | -1.9 | -44 | 6 | 2 | -0.3 | -3.7 | 92
CN(c1cccc(NC(=O)CN(c2cccc(F)c2)S(C)(=O)=O)c1)S(C)(=O)=O | -6 | -6 | -3.0 | -11 | 4.0 | 14 | 16 | 3 | 1.6 | 1.9 | 107
S=C(NCCc1ccccc1)Nc1ccccn1 | 1 | -13 | -1.6 | 1 | 1.6 | 6 | 8 | 0 | 3.5 | 2.8 | 99
CCCOP(=O)(c1ccc(N(C)C)cc1)C(O)c1ccc(Cl)cc1 (stereo unspecified) | -14 | 1 | -0.6 | 7 | -0.1 | 9 | 3 | 4 | -2.2 | -1.7 | 101
Cc1nc2sccn2c(=O)c1S(=O)(=O)Nc1cccc(Cl)c1C | 3 | -7 | -3.2 | 4 | 3.5 | -2 | 18 | 1 | -0.8 | 1.6 | 113
CCCCN1C(=O)CC(C(=O)OCC)=C1C | -5 | / | -2.4 | -7 | 1.4 | 5 | 13 | 1 | / | / | 97
CC1C(=O)C(C)(C)C(=O)OC1c1ccccc1 (stereo unspecified) | 1 | 496 | 0.9 | -19 | 1.4 | 2 | -5 | -2 | 2.0 | 2.6 | 103
COc1ccc(OCc2cc(C(=O)N3C[C@@H](C)O[C@@H](C)C3)no2)c(Cl)c1 | 16 | 8 | -3.6 | -11 | 1.4 | 1 | 20 | 6 | 2.1 | 1.0 | 118
COc1ccc(C(=O)OCC(=O)c2c[nH]c3ccccc23)cc1OC | -2 | -8 | 1.9 | -1 | 0.0 | -7 | -8 | 1 | 1.8 | 1.4 | 145
COC(=O)Nc1ccc(Cn2cc(C(F)(F)F)ccc2=O)cc1 | / | 10 | / | / | 5.2 | -1 | / | / | 6.2 | 1.9 | 111
Cc1cc(C(=O)O)ccc1-n1c(C)cc(/C=C(/C#N)C(=O)Nc2ccccc2)c1C | / | -10 | / | / | 1.2 | -3 | / | / | 1.4 | -1.7 | 105
CCOC(=O)c1sc2nc3n(c(=O)c2c1C)CCC3 | 0 | -19 | 1.2 | -14 | 2.3 | 11 | -9 | 0 | -2.0 | 0.5 | 93
COC(=O)COc1cc(Br)c(/C=C2/SC(=O)N(CC(=O)N3CCCC3)C2=O)cc1OC | 18 | 17 | -0.2 | 0 | 1.1 | 27 | 1 | -7 | 1.4 | -0.3 | 103
COc1ccccc1C(=O)NCc1n[nH]c(=S)n1Cc1ccccc1 | 13 | -7 | 1.4 | -5 | 2.9 | 41 | -7 | -5 | -0.1 | -0.2 | 104
O=C(O)c1cccc2c1C(=O)N(Cc1ccncc1)C2 | -20 | 256 | 0.2 | 0 | -2.3 | / | -1 | 5 | 6.3 | -0.3 | 96
CCOc1ccc(CCNC(=O)COC(=O)/C=C/c2ccc(C)o2)cc1OCC | 3 | 0 | -2.6 | 5 | 0.8 | -56 | 14 | 3 | -2.4 | 0.0 | 106
CCOCCCNC(=O)c1ccc(CS(=O)(=O)c2cccc(C(F)(F)F)c2)o1 | 3 | 196 | -0.6 | -3 | 1.4 | 27 | 2 | -1 | 1.3 | 3.0 | 113
COc1ccccc1OCC(=O)Nc1nc(-c2ccc(S(=O)(=O)N3CCOCC3)cc2)cs1 | 3 | 331 | -0.8 | -3 | 1.4 | -3 | 4 | 2 | 2.4 | -0.8 | /
Nn1c(SCC(=O)N2CCOCC2)nnc1C1CC1 | -9 | 735 | -2.4 | 7 | 3.7 | -3 | 12 | 3 | 1.8 | -0.5 | 103
CC(=O)c1ccccc1OC(=O)COc1ccc(Cl)cc1C | / | 84 | / | / | 3.8 | -19 | / | / | 0.2 | -2.5 | 101
CC1CN(S(=O)(=O)c2ccc(C(=O)O)cc2)CC(C)O1 (stereo unspecified) | 8 | / | -0.8 | -11 | 1.0 | -28 | 4 | -7 | 2.3 | -3.1 | 112
C=CCOc1ccccc1/C=N/O | -21 | -3 | -0.8 | -13 | 1.5 | 12 | 4 | 5 | -1.4 | -1.3 | 98
CN(C)/C=C/C(=O)c1cnc(-c2ccccc2Cl)s1 | 17 | -15 | -3.0 | 0 | 5.2 | -53 | 16 | 10 | 3.6 | 0.8 | 97
CC(Oc1cccc(Cl)c1)C(=O)Nc1nc(-c2ccccn2)cs1 (stereo unspecified) | 9 | 4 | -1.0 | 1 | -0.1 | -15 | 5 | -4 | -4.3 | -7.4 | 109
Cc1ccc(S(=O)(=O)N2CCC(C)CC2)cc1C(=O)NCc1ccccn1 | 1 | -4 | -1.4 | 3 | 2.0 | 39 | 9 | 1 | -0.7 | -1.4 | 100
COc1ccc(OC)c(NC(=O)C2CCN(c3cc(-c4ccccc4)nc4ncnn34)CC2)c1 | 9 | / | -0.2 | 6 | 3.0 | -8 | 1 | 1 | -0.3 | -2.2 | 102
Cc1ccc(C(=O)N(CN2CCCC2=O)c2ccc(F)cc2)cc1 | 10 | / | -2.0 | 1 | 0.2 | / | 10 | -4 | 2.3 | 1.7 | 102
Cc1nccn1-c1cc(C(C)(C)C)nc2c(-c3ccccc3)cnn12 | 4 | -3 | -1.1 | 6 | 4.0 | -2 | 5 | -5 | -0.9 | 1.3 | 100
CCOC(=O)c1nc2sc3c(c2c(=O)[nH]1)CCCC3 | -11 | -3 | -1.0 | 6 | 0.4 | -5 | 6 | 3 | -1.0 | -0.1 | 112
Cc1ccc(-n2ncc3c(NNC(=O)c4ccco4)ncnc32)cc1C | 18 | 72 | -1.3 | -10 | 1.6 | -9 | 5 | -7 | 4.2 | -1.6 | /
CCC(=O)Oc1ccc2c(C)cc(=O)oc2c1C(=O)c1ccccc1 | 0 | 11 | -3.5 | -1 | 2.6 | 26 | 19 | 5 | 2.8 | 0.7 | 110
CSc1nnc(CNC(=O)c2ccccc2)n1-c1cccc(C)c1 | 2 | -10 | -2.3 | -6 | 2.1 | -6 | 13 | -1 | 1.2 | 0.0 | 88
Cc1cc(C)c(S(=O)(=O)N2CCN(C(=O)c3cccs3)CC2)c(C)c1 | -14 | -4 | 0.6 | -7 | 4.0 | -9 | -3 | 1 | 1.6 | -0.1 | 96
COCCN1CN(S(=O)(=O)c2ccc(Cl)cc2)c2nc3ccccc3nc21 | -2 | -2 | 0.8 | -3 | 1.1 | 15 | -5 | -2 | 4.2 | -0.6 | 99
COc1ccccc1/C=C/C=N/NC(=O)CCn1nnc2ccccc21 | 3 | -3 | -0.8 | 5 | 3.2 | -1 | 6 | -1 | 0.0 | 1.6 | 101
COc1cccc(CN2CCNC(=O)C2CC(=O)N(C)CC2CCOCC2)c1OC (stereo unspecified) | 14 | -4 | 0.0 | 3 | 2.8 | 10 | 0 | 2 | -0.7 | -3.0 | 103
CCOC(=O)N1CCN(C(=O)Cn2nc(C)n3nc(-c4ccccc4)cc3c2=O)CC1 | 32 | 4 | -3.1 | 1 | 1.6 | -14 | 16 | -2 | 3.0 | 0.6 | 107
COc1ccc(C)cc1S(=O)(=O)N(CC(N)=O)Cc1ccccc1 | -10 | 26 | -4.4 | -19 | 3.4 | 17 | 18 | 5 | 1.6 | -2.6 | 109
Cc1cc(NC(=O)CCC(=O)NNC(=O)c2ccc(C(C)(C)C)cc2)no1 | -19 | 539 | 0.8 | -6 | 3.2 | -5 | -4 | 6 | 0.6 | 0.1 | 101
COc1ccccc1C(=O)NC(=O)COC(=O)c1ccc([N+](=O)[O-])cc1Cl | -12 | 9 | 4.3 | 0 | 4.8 | -21 | -28 | 4 | -1.6 | -0.2 | 101
Cc1ccccc1NC(=S)Nc1cccc2cnccc12 | -4 | 4 | 4.9 | 2 | 0.5 | -9 | -23 | 2 | 0.5 | 1.6 | /
CCn1cc(C(=O)N2CCN(c3ccc(OC)cc3)CC2)c(=O)c2cc(S(=O)(=O)N3CCCCC3)ccc21 | 9 | -5 | -1.6 | 3 | 1.4 | -3 | 8 | -1 | 0.3 | 0.2 | 111
COCCN(C(=O)COC(=O)CNC(=O)c1ccc(C)cc1)c1c(N)n(Cc2ccccc2)c(=O)[nH]c1=O | 11 | / | -2.5 | 1 | 5.8 | -26 | 13 | -3 | / | / | 105
Cc1nc(SCc2nc3ccccc3[nH]2)c2oc3cc(Br)ccc3c2n1 | 26 | 54 | 2.3 | -3 | -2.6 | 4 | -13 | 1 | 0.7 | 1.4 | 101
O=C(CC1Sc2ccccc2NC1=O)OCc1cc(=O)oc2cc(O)ccc12 (stereo unspecified) | -12 | 22 | 0.0 | -4 | 3.4 | -11 | 0 | 5 | 3.1 | 0.6 | 109
CCN(C(=O)COC(=O)/C=C/c1ccco1)c1c(N)n(Cc2ccccc2)c(=O)[nH]c1=O | 13 | -4 | -4.1 | 6 | 0.3 | -5 | 16 | -5 | -1.6 | -1.2 | /

Next results
smiles | HTR5A inv ag | Mot1-301 SUMO | MOR-DOR ag | PKA-R1A act | phage Ecoli inh | PfHsp90 set2 | OPRM1-OPRD1 inv | HTR5A ag ctr | AddAB inh | E coli growth | DSG3 Ab inh
CCN1C(=O)[C@H]2[C@H]3CN=C(SCc4ccc(Cl)cc4)N3[C@@](C)(C(=O)OC)[C@H]2C1=O | 4 | / | -2.3 | 1 | 3.0 | -15 | 11 | -1 | -0.6 | -1.2 | 108
Cc1cccc(C)c1OCCN1C(=O)NC(C)(c2ccccc2)C1=O (stereo unspecified) | -4 | 4 | -2.3 | -8 | 3.3 | 5 | 12 | 1 | 1.9 | 2.0 | 94
Cc1cc2c(c(C)c1CCO[C@@H]1O[C@H](CO)[C@@H](O)[C@H](O)[C@H]1O)C(=O)[C@@H](C)[C@@H]2O | -18 | -11 | -2.5 | -7 | 1.0 | 1 | 14 | 0 | -0.6 | -1.9 | 103
O=C(NC(=S)NCc1cccnc1)c1ccccc1[N+](=O)[O-] | -11 | 3 | -1.1 | -3 | 3.0 | -4 | 5 | -1 | -0.2 | -1.2 | 101
